Screening results: PubChem, Sanford-Burnham Center for Chemical Genomics
KOR beta-arrestin-1 = KOR agonists, beta-arrestin recruitment, primary screen, cell-based, luminescence, uHTS (AID 1777); activation, % at 10 µM; hits with a dose series show EC50 in µM; 0.02% of 280,000 active; KOR beta-arrestin recruitment, luminescence; higher % means a stronger effect; in the data active means activation above about 50%, passing the limit was not always enough; further: a part of the inactive calls stands beside numbers as strong as those of hits
TNAP activators = human TNAP enzyme activators, primary screen, biochemical, luminescent, no phosphate acceptor, uHTS (AID 1001). one-dose activation fold at 20 µM; EC50 in µM for titrated hits. purified TNAP, luminescent activation assay, no phosphate acceptor; higher activation fold means a stronger effect. 0.03% of 200,000 active; in the data active means activation fold from about 3, or a potency from the dose series; inactive means the rest, 99 in 100 with activation fold below about 1.6; further: many of its hits are not listed in these tables
LYP phosphatase = PTPN22 lymphoid phosphatase activity blockers – biochemical, fluorescence intensity, uHTS (AID 1779) | one-dose inhibition, % at 11.5 µM; IC50 in µM for titrated hits | 0.054% of 290,000 active | recombinant LYP phosphatase, fluorescence intensity; higher % means a stronger effect;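 further: plate controls were vehicle with enzyme for no effect and no enzyme for full effect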
human PMI inhibitors = human PMI inhibitors, high substrate, primary screen, biochemical, fluorescence intensity, high mannose 6-phosphate (AID 1220) | 0.66% of 190,000 active | recombinant PMI enzyme, coupled fluorescence intensity; higher % means a stronger effect | inhibition, % at 20 µM, or IC50 in µM where a hit was titrated
NOD1 NF-kB reporter = inhibition of NOD1-driven NF-kB reporter – cell-based, luminescence, uHTS, primary screen (AID 1578) | inhibition, % at 4 µM, or EC50 in µM where a hit was titrated | 1% of 290,000 active | NOD1-driven NF-kB luciferase reporter cells, luminescence; higher % means a stronger effect; in the data active means inhibition mostly above about 36%, no sharp cut-off; inactive means mostly below about 34%;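 further: HEK-293T reporter cells stimulated with the NOD1 agonist gamma-tri-DAP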
NOD2 inhibition = NOD2 signaling inhibitors, cell-based, luminescence, uHTS, HEK293 (AID 1566). HEK293 NOD2/NF-kB luciferase reporter, luminescence; higher % means a stronger effect. inhibition, % at 4 µM; hits with a dose series show EC50 in µM. 0.63% of 290,000 active; further: many of its hits are not listed in these tables
XIAP antagonists = small molecules displacing peptide from XIAP – biochemical, IAP family, fluorescence polarization (AID 1018) | one-dose displacement, % at 20 µM; IC50 in µM for titrated hits | XIAP BIR domain, fluorescence polarization peptide displacement; higher % means a stronger effect | 0.007% of 200,000 active; in the data active means displacement above about 50%; further: a part of the inactive calls stands beside numbers as strong as those of hits
KOR beta-arrestin-2 = KOR antagonists, beta-arrestin recruitment, cell-based, luminescence, uHTS (AID 1778); KOR beta-arrestin recruitment, luminescence, antagonist mode; higher % means a stronger effect; inhibition, % at 10 µM; hits with a dose series show IC50 in µM; 0.091% of 290,000 active; further: strong numbers were not always called active
human PMI inhibition = MPI enzyme activity inhibition – biochemical, fluorescence intensity, coupled assay, primary screen (AID 1209); purified PMI enzyme, coupled fluorescence intensity; higher % means a stronger effect; inhibition, % at 20 µM, or IC50 in µM where a hit was titrated; 0.42% of 190,000 active;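 further: plate controls were DMSO vehicle for no effect and wells lacking substrate for full effect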
Active calls of the source: *; / = no result given; & = joins results of further samples; [ ] = remark or other dose. Unless noted, no stated cut-off is given here; in the data, active means inhibition above about 50%; inactive means the rest.

SMILES	KOR beta-arrestin-1	TNAP activators	LYP phosphatase	human PMI inhibitors	NOD1 NF-kB reporter	NOD2 inhibition	XIAP antagonists	KOR beta-arrestin-2	human PMI inhibition
CC(NC(=O)C1CCCCC1)C(c1cccs1)N1CCOCC1 (configuration not stated)	-2.0%	/	-6%	/	-2%	8%	/	40%	/
CCOC(=O)C1=NN(c2ccccc2)C2=NC(C)=C(C(=O)OC)C(c3ccc(C)cc3)N12 (configuration not stated)	7.0%	1.1	5%	15%	-12%	-1%	-4.2%	-22%	23%
CC(C)C(=O)Nc1ccc(Nc2ccccc2)cc1	-4.0%	1.1	0%	18%	-21%	-16%	0.3%	-29%	15%
COc1ccc(/C=C(\C#N)c2nc3ccc(C)cc3[nH]2)cc1Oc1ccc(C(F)(F)F)cc1[N+](=O)[O-]	2.9%	1.1	-1%	2%	8%	-4%	-4.9%	-17%	3%
O=C(NC(=S)Nc1ncc(Br)cc1Br)c1ccccc1	-0.1%	/	-1%	/	-6%	-10%	/	-1%	/
CSc1nsc(SC)c1C(=O)Nc1ccc(Cl)cc1	0.2%	/	-6%	/	-10%	2%	/	24%	/
O=C(/C=C/c1cccs1)c1ccc([N+](=O)[O-])cc1	6.6%	/	-4%	/	-12%	-20%	/	-16%	/
CC(C)(C)c1cc(NCCCn2ccnc2)n2ncc(-c3ccc(Cl)cc3)c2n1	2.5%	1.3	-7%	3%	-8%	-88%	-3.5%	-50%	8%
CN(C)c1ccc(C2=NOC(CN3C(=O)c4ccccc4S3(=O)=O)C2)cc1 (configuration not stated)	6.7%	0.9	5%	20%	0%	-39%	-4.6%	14%	5%
O=C(CN1CCC(Cc2ccccc2)CC1)NC(=O)NC1CCCCC1	-7.7%	1.1	-6%	5%	41%	6%	-4.2%	6%	6%

An excerpt from above in order of molecular weight, low to high.
SMILES	KOR beta-arrestin-1	TNAP activators	LYP phosphatase	human PMI inhibitors	NOD1 NF-kB reporter	NOD2 inhibition	XIAP antagonists	KOR beta-arrestin-2	human PMI inhibition
O=C(/C=C/c1cccs1)c1ccc([N+](=O)[O-])cc1	6.6%	/	-4%	/	-12%	-20%	/	-16%	/
CSc1nsc(SC)c1C(=O)Nc1ccc(Cl)cc1	0.2%	/	-6%	/	-10%	2%	/	24%	/
O=C(CN1CCC(Cc2ccccc2)CC1)NC(=O)NC1CCCCC1	-7.7%	1.1	-6%	5%	41%	6%	-4.2%	6%	6%

Next section.
SMILES	KOR beta-arrestin-1	TNAP activators	LYP phosphatase	human PMI inhibitors	NOD1 NF-kB reporter	NOD2 inhibition	XIAP antagonists	KOR beta-arrestin-2	human PMI inhibition
O=C(NNC(=O)C1CCCCC1)c1ccc(Br)cc1	-1.8%	1.2	-9%	9%	-11%	-2%	-3.2%	-30%[20 µM]	12%
COC(=O)c1ccccc1NC(=S)N(Cc1ccc2c(c1)OCO2)Cc1cc2ccc(OC)cc2[nH]c1=O	4.7%	1.1	-3%	6%	-28%	-18%	-2.7%	36%	20%
O=C1CC(NCc2ccc3c(c2)OCO3)C(=O)N1CCc1ccccc1 (configuration not stated)	-3.4%	1.1	-2%	1%	-12%	-22%	1.6%	-6%	7%
O=C(Nc1nccs1)c1cc2cc(Cl)ccc2oc1=O	-0.4%	/	-2%	/	-13%	-10%	/	16%	/
CCC(=O)N1CCc2cc(S(=O)(=O)CCC(=O)N(C)c3ccc(OC)cc3)ccc21	-0.4%	/	-7%	/	-28%	12%	/	-12%	/
CC(=O)c1ccc(NS(=O)(=O)c2ccc3ccccc3c2)cc1	-4.4%	1.2	-4%	-3%	7%	18%	0.0%	-7%	-3%
O=[N+]([O-])c1cccc(/C=N/n2c(-c3cccnc3)n[nH]c2=S)c1	5.7%	0.9	-7%	8%	3%	7%	-1.2%	1%	-1%
COc1cccc(OCCn2ccnc2)c1	2.1%	1.1	-4%	4%	-31%	-2%	-8.1%	-16%	-4%
CC1(C)C(=O)Nc2ccccc2N1C(=O)COC(=O)Cn1cnc2ccccc2c1=O	-3.1%	1.1	-5%	-4%	-24%	1%	-6.0%	17%	0%
COc1ccc(Br)cc1/C=N/NC(=O)c1nc(-c2ccccc2)n2c1CCCCC2	/	1	0%	19%	7%	-29%	-5.3%	38%	14%
O=C(NCCN1C(=O)S/C(=C\c2cccnc2)C1=O)c1cc(S(=O)(=O)N2CCOCC2)ccc1F	2.7%	/	-4%	/	-3%	9%	/	16%	/
O=[N+]([O-])c1cccc(S(=O)(=O)N/N=C\c2ccc3c(c2)OCO3)c1	0.9%	/	-10%	/	-5%	0%	/	9%	/
O=C(NCCCCNC(=O)c1cccnc1Cl)c1cccnc1Cl	1.0%	/	-10%	/	-28%	1%	/	2%	/
CC(=O)Nc1ccc(NC(=O)COC(=O)[C@@H](NC(=O)c2ccc(F)cc2)C(C)C)cc1	5.1%	1.1	-5%	0%	-25%	-8%	-5.3%	0%	-13%
COc1ccc(CCNC(=O)CS(=O)Cc2nc(-c3ccc(C)cc3)oc2C)cc1OC (configuration not stated)	2.5%	/	-11%	/	-20%	1%	/	-6%	/
COC(=O)C1CCC(=S)N1C(=O)c1ccccc1 (configuration not stated)	-4.5%	/	0%	/	-35%	-3%	/	12%[20 µM]	/
O=C(NNC(=O)c1ccccc1Cl)c1cccs1	4.1%	1	0%	-4%	-34%	3%	-1.8%	-25%	-14%
Cc1ccc(CCNC(=O)C2CCC(CNc3c(N4CCC(C)CC4)c(=O)c3=O)CC2)cc1 (configuration not stated)	1.3%	1	-3%	-6%	29%	-4%	-3.0%	-15%	-12%
NC(=O)COc1ccc2cc(-c3ccc(F)cc3)c(=O)oc2c1	4.5%	/	-16%	/	-26%	-21%	/	-3%	/
COc1ccc(S(=O)(=O)N2CCC(C(=O)Nc3ccc(F)cc3)CC2)c2cccnc12	12%	1	-2%	14%	4%	2%	-14%	-23%	0%

Single records (already shown). Order of values: KOR beta-arrestin-1, TNAP activators, LYP phosphatase, human PMI inhibitors, NOD1 NF-kB reporter, NOD2 inhibition, XIAP antagonists, KOR beta-arrestin-2, human PMI inhibition
CC(=O)c1ccc(NS(=O)(=O)c2ccc3ccccc3c2)cc1 reads -4.4%, 1.2, -4%, -3%, 7%, 18%, 0.0%, -7%, -3%
O=C(Nc1nccs1)c1cc2cc(Cl)ccc2oc1=O reads -0.4%, /, -2%, /, -13%, -10%, /, 16%, /

Other records follow:
SMILES	KOR beta-arrestin-1	TNAP activators	LYP phosphatase	human PMI inhibitors	NOD1 NF-kB reporter	NOD2 inhibition	XIAP antagonists	KOR beta-arrestin-2	human PMI inhibition
Clc1cccc(Cl)c1CSc1cc2c(nn1)-c1ccccc1CC2	-4.5%	1.2	-4%	-1%	-9%	-39%	0.3%	16%	5%
COc1ccc(C(=O)Nc2ccnn2C2CCN(Cc3ccc4nonc4c3)CC2)cc1	2.4%	/	-5%	/	-11%	16%	/	32%	/
O=C(CSc1ncc(C(F)(F)F)cc1Cl)N1CCN(S(=O)(=O)c2ccc3ccccc3c2)CC1	-9.1%	1.1	-6%	-1%	17%	12%	-5.7%	6%	1%
COc1cc(/C=N/n2c(-c3ccc4c(c3)NC(=O)CO4)csc2=Nc2cccc(C)c2)ccc1O	5.5%	0.9	8%	0%	9%	7%	-5.2%	-6%	-5%
O=C(O)CC1(CC(=O)Nc2cc(C(F)(F)F)cc(C(F)(F)F)c2)CCCCC1	1.3%	/	3%	/	-12%	-11%	/	13%	/
COc1cc(NC(=O)c2ccccc2)c(OC)cc1NC(=O)CN1CCCCC1	-2.8%	1.1	1%	1%	-12%	2%	-0.3%	-12%	-10%
O=C(NC(C(=O)NCCN1CCOCC1)C12CC3CC(CC(C3)C1)C2)C1CCCCC1 (configuration not stated)	-10%	1	-10%	1%	6%	8%	-5.2%	18%	-6%
Cc1ccc(-c2csc3nnc(SCC(=O)Nc4nsc(-c5ccccc5)n4)n23)cc1	-5.6%	1.1	5%	16%	-24%	-12%	-2.1%	31%	17%
Cc1ccc(OCC(=O)Nc2cc(-c3nn4c(C)nnc4s3)ccc2C)cc1	0.8%	1.1	-5%	-13%	-11%	10%	-6.3%	-30%	4%
Cc1ccc(NC(=S)N(CCN(C)C)Cc2cccs2)cc1	-5.1%	1.1	-5%	4%	-37%	-3%	-2.2%	-7%	2%
CCOCCn1c(CN(C)Cc2ccccc2)nc2c1c(=O)n(C)c(=O)n2C	0.7%	/	-11%	/	19%	18%	/	-19%[20 µM]	/
Cc1cc(NC(=O)CSc2ccc3ccccc3c2)no1	-4.0%	1.1	-6%	4%	29%	11%	-23%	-40%	13%
COc1cc(C(=S)N2CCOCC2)cc(OC)c1OC(=O)c1ccc([N+](=O)[O-])cc1[N+](=O)[O-]	-3.7%	/	-13%	/	7%	23%	/	19%[20 µM]	/
COc1ccnc(Oc2ccccc2)n1	1.9%	1	-10%	-16%	4%	22%	-1.7%	4%	-18%
C1CC1Cc1noc(CN2CCN(CC3CC3)CC2)n1	/	1	-7%	12%	-11%	18%	-1.3%	-6%[20 µM]	9%
OC(COc1cccc(OCC(O)CN2CCOCC2)c1)CN1CCOCC1 (configuration not stated)	-2.8%&-4.3%	1&1.1	-7%&-4%	6%&2%	-8%&-19%	2%&6%	-1.5%&-1.4%	18%&16%	-4%&14%
CN(C)S(=O)(=O)c1ccc(C(=O)NCCC(=O)N2CCCC2)cc1	5.7%	/	1%	/	-21%	-13%	/	-1%	/
CCC1=NC(c2ccc(Br)cc2)N(O)C1(C)C (configuration not stated)	-2.8%	1.1	-1%	-11%	-26%	12%	-3.2%	6%	-19%
Nc1nnc(SCCCC(=O)c2ccc(Br)cc2)s1	-2.7%	1	-6%	-10%	6%	-4%	-5.0%	12%	3%
Cc1cccc(-n2c(SCC(N)=O)nc3c(c2=O)C2(CCCCC2)Cc2ccccc2-3)c1	-0.8%	1	5%	15%	16%	41%	-1.0%	-7%	29%
Cc1[nH]nc2c1C(CCc1ccccc1)C(C#N)=C(N)O2 (configuration not stated)	13%	0.9	-3%	9%	10%	5%	-3.5%	22%	6%
COc1ccc(-c2c3c(=O)n(C)c(=O)n(C)c3cn2C2CCCCC2)cc1	9.9%	1	1%	-18%	-2%	13%	-5.0%	-102%	-7%
CCn1cc(C(=O)O)c(=O)c2cnc(N3CCN(C(=S)NC(=O)c4ccc(OC)cc4)CC3)nc21	1.1%	/	2%	/	-7%	1%	/	10%	/
Cn1c(=O)c(=O)n(C)c2cc(S(=O)(=O)NCCc3ccccc3)ccc21	8.3%	1	-5%	4%	34%	-8%	-5.3%	14%	-13%
Cn1c(NCc2ccco2)nc2c1c(=O)n(Cc1ccc(Cl)cc1Cl)c(=O)n2C	0.3%	1.1	4%	21%	-18%	4%	-4.9%	12%	19%
Cc1cc2ccccc2n1CCNC(=O)C(C)C	-2.4%	1.1	0%	14%	-38%	-12%	-4.8%	-13%	13%
Cc1cc(C(=O)N2CCCC(CO)(Cc3ccc(F)cc3)C2)c(C)o1 (configuration not stated)	1.0%	/	-13%	/	-2%	10%	/	-4%	/
Nc1c(C(=O)N2CCOCC2)sc(=S)n1-c1ccccc1	-3.4%	1.2	5%	7%	-10%	-8%	-5.5%	23%	53%*
Cc1cc(NC(=O)/C=C/C(=O)N(CC(=O)NC2CCCC2)c2ccc(F)cc2)no1	/	1.1	-11%	2%	12%	1%	-5.3%	-25%[20 µM]	2%
CCc1nnc(NC(=S)Nc2ccccc2)s1	-3.8%	1	-2%	1%	-45%	-52%	-3.2%	-8%	6%
O=C(NCc1ccc(Cl)cc1)C1CCCO1 (configuration not stated)	2.0%	1.1	6%	6%	-54%	6%	-7.7%	-16%	11%
C=CCn1c(SCC(=O)N2CCN(c3ccccc3)CC2)nnc1-c1ccco1	-3.8%	1	-9%	5%	-3%	9%	-9.3%	-26%	6%
O=C(NCCCn1ncc2ccccc21)c1cc(COc2c(F)cccc2F)on1	/	1.1	-4%	5%	-28%	6%	-2.4%	27%[20 µM]	9%

A portion of the library (hit frequency here may not be typical).
